VHR inh abs – blocks human VHR1 dual specificity phosphatase; P51452; recombinant VHR phosphatase, pNPP absorbance; inhibition, % at 13.3 µM; hit rate 0.52% among 290,000; in the data active means inhibition above about 50%; further: some compounds called inactive have numbers as strong as hits
Target sequence (P51452 whole entry, looked up): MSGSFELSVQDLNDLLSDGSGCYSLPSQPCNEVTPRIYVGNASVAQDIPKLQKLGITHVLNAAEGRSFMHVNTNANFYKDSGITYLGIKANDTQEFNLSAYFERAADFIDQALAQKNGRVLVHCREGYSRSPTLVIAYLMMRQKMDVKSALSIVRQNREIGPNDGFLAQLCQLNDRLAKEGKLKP
PfHsp40 rescue – rescue of PfHsp40-mediated yeast toxicity. S. cerevisiae expressing PfHsp40, growth rescue, ATP luminescence. growth rescue, % at 12.5 µM. AID 504582. hit rate 0.68% among 340,000; in the data active means growth rescue above about 28%, passing the limit was not always enough;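 further: yeast W303a lacking pdr1 and pdr3 grown in galactose medium; growth measured after three days at 30 °C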
PriA SSB inh – inhibitors of Klebsiella pneumoniae PriA binding to SSB C-terminal tail | inhibition, % at 33 µM | hit rate 0.6% among 430,000 | AlphaScreen SSBct-PriA binding, biotinylated peptide | AID 1272365; in the data active means inhibition mostly above about 37%, no sharp cut-off; inactive means mostly below about 20%;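 further: plate controls were negative control peptide for no effect and reference peptide for full effect; strong numbers were not always called active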
Anthrax LF inh2 – blocks Bacillus anthracis lethal factor protease. hit rate 0.12% among 360,000. multiplex microsphere protease cleavage assay, LF. P15917. inhibition, % at 10 µM; further: plate controls were buffer without enzyme for full effect and enzyme alone for no effect
Target sequence (P15917 whole entry, looked up): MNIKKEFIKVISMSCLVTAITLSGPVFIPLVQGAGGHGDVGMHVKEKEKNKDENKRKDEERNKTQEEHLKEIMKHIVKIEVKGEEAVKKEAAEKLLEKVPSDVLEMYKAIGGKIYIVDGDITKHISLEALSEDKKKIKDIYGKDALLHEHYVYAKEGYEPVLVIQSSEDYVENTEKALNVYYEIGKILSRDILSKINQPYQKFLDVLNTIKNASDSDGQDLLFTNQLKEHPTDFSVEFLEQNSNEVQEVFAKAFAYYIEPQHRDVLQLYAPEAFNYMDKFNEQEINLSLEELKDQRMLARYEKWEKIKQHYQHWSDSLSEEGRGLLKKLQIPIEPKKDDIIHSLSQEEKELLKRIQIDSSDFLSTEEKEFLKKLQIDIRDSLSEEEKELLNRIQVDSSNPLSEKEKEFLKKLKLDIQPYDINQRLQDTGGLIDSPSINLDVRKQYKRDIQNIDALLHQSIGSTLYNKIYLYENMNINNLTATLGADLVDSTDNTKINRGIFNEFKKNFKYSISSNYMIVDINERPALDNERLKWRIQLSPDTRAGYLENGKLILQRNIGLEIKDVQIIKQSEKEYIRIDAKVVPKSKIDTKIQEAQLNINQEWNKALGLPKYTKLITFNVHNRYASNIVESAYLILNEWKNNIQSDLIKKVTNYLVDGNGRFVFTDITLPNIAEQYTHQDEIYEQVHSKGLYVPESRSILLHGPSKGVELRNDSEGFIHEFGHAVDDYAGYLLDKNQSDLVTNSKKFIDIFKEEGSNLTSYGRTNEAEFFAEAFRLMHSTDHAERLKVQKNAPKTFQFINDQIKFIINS
Vc quorum ag – induces V. cholerae light production without autoinducers. V. cholerae BH1578 lux reporter, luminescence, 6 h. activation, % at 18.7 µM. hit rate 0.16% among 350,000; in the data active means activation mostly above about 9.7%, no sharp cut-off; further: not every result past the cut was called active; inactives centre near 0; reference of the scale not given here
TcdB inh – TcdB glycohydrolase inhibition; P18177; TcdB glycohydrolase enzymatic assay, plate reader; inhibition, % at 9.99 µM; hit rate 0.24% among 350,000; in the data active means inhibition above about 10%
Yp Topo-I inh – inhibitors of Yersinia pestis topoisomerase I | AID 504884 | Y. pestis Topo-I cleavage product accumulation, plate reader | hit rate 0.064% among 360,000 | activity, % at 10 µM; in the data active means activity above about 50%, passing the limit was not always enough; further: inactives centre near 2
SARS 3CLpro inh – SARS-CoV 3CLpro protease inhibition; P0C6X7; recombinant SARS-CoV 3CLpro, quenched FRET peptide cleavage; inhibition, % at 6 µM; hit rate 0.14% among 290,000; in the data active means inhibition above about 12%
CCHFV vOTU inh – CCHFV vOTU protease inhibition; inhibition, % at 11.5 µM; hit rate 0.55% among 370,000; Pep-AMC fluorescence; in the data active means inhibition above about 30%; further: 0% = vehicle wells with enzyme and 100% = no enzyme wells
BoNT-A LC inh2 – inhibitors of Botulinum neurotoxin A light chain protease | multiplex microsphere protease substrate cleavage, flow cytometry | inhibition, % at 10 µM | AID 588499 | hit rate 0.17% among 360,000; further: plate controls were buffer without enzyme for full effect and enzyme alone for no effect
* = called active by the depositor; i = inactive; / = no result given; & = joins results of further samples. Unless noted, no stated cut-off is given here; in the data, active means inhibition above about 30%; inconclusive means no clear call, values can overlap the other calls; inactive means below that. A portion of the library, so the mix of outcomes need not match the whole.

Compound | VHR inh abs | PfHsp40 rescue | PriA SSB inh | Anthrax LF inh2 | Vc quorum ag | TcdB inh | Yp Topo-I inh | SARS 3CLpro inh | CCHFV vOTU inh | BoNT-A LC inh2
N/C(=N\OC(=O)c1cccc(F)c1)c1ccccc1 | -15 | 0.9 | / | 1 | -1.2 | / | 4 | -3 | 0 | 0.9
O=C(NNC(=O)c1ccc([N+](=O)[O-])cc1)c1ccncc1 | 2 | -0.5 | 1 | 5 | -0.5 | / | 9 | 0 | -21 | 0.8
Cc1cc([N+](=O)[O-])c(C)cc1-c1ccc(/C=N/NC(=O)c2cccnc2)o1 | 22 | -0.6 | / | -1 | -0.3 | 1.2 | 11 | -3 | 6 | 0.2
Cn1cc(Br)c(C(=O)NNC(=O)Cc2ccc(Cl)cc2)n1 | -8 | -0.2 | -3 | -2 | i | -1.5 | -1 | 4 | 19 | -4.1
CCOc1ccc(CCN2CN(C3CCCCC3)CNC2=S)cc1OCC | 41 | 0.7 | -1 | -19 | -0.3 | 0.6 | 3 | 3 | -14 | -7.4
Cc1cc(C(=O)OCC(=O)Nc2ccccc2C(F)(F)F)on1 | / | -1.6 | -2 | -4 | -1.6 | 0.9 | 1 | / | 5 | -0.1
Fc1ccc(OCc2nnc(SCCN3CCOCC3)o2)cc1 | -4 | 0.6 | -4 | -6 | 5.0 | / | 1 | -2 | 4 | -2.4
S=C(NCCC1=CCCCC1)NCc1ccco1 | 29 | -0.4 | 8 | -3 | i | 1.9 | 11 | 1 | -12 | 1.0
CN(Cc1ccco1)C(=O)c1ccc(CNS(=O)(=O)c2ccc3c(c2)C(C)(C)C(=O)N3C)cc1 | 17 | 0.0 | -4 | -1 | -0.2 | 0.8 | 11 | -6 | 5 | -0.7
COc1ccccc1-c1nnc(SCC(=O)O)n1-c1ccc(C)cc1 | -5 | -1.0 | 3 | -6 | -0.5 | -1.1 | 6 | 0 | 6 | -0.4
O=C(Nc1ccc(N2CCN(C(=O)c3cccs3)CC2)c(Cl)c1)c1ccco1 | 17 | 1.3 | -5 | -3 | i | 0.7 | 6 | 5 | 10 | -2.8
O=C(COc1ccccc1)NCCc1cnc[nH]1 | 70 | 0.5 | -13 | -12 | -0.6 | -0.9 | 3 | -1 | 1 | -1.8
COc1cc(C(=O)Nc2c(C(=O)N3CCOCC3)oc3ccccc23)cc(OC)c1OC | -12 | 2.8 | 1 | 0 | -5.3 | 0.6 | 20 | 3 | 12 | -0.1
CCn1c(SC(C)C(=O)NCC2CCCO2)nc2ccccc21 (configuration not stated) | / | -1.1 | -2 | -4 | -1.6 | 1.1 | -1 | / | 3 | -3.0
CC1CCN(c2ccc([N+](=O)[O-])cc2C(=O)N2CCOCC2)CC1 | 14 | 1.1 | -2 | -2 | -0.2 | 1.4 | 1 | 7 | 3 | -0.6
c1cc2c(nn1)CCc1nonc1-2 | 10 | 1.9 | -6 | 0 | i | / | -1 | 1 | 9 | 0.8
COc1ccc(NC(=O)N(C)C[C@H]2Oc3c(NC(=O)Nc4ccccc4)cccc3C(=O)N([C@H](C)CO)C[C@@H]2C)cc1 | / | 1.4 | 5 | -4 | i | 0.9&0.0 | 1 | / | 7 | -0.2
COc1ccccc1CN1CCN(C(=O)c2ccncc2)CC1 | -8 | 0.0 | -12 | 0 | -1.1 | / | 4 | 2 | 8 | 0.3
CCCCC(=O)N=c1sc2cc(S(C)(=O)=O)ccc2n1C | 30 | -0.7 | -10 | 1 | -0.3 | / | -4 | 1 | / | 1.6
CCOc1ccccc1NC(=O)Cc1coc2ccc(C)cc12 | 9 | -0.8 | -29 | -5 | -0.3 | 2.3 | 2 | -4 | 1 | -0.3
COc1ccc(N(C)C(=O)c2onc3c2CCCC3)cc1 | -5 | -1.0 | -2 | -2 | -0.2 | 0.3 | -1 | -9 | -6 | -0.1
CCC(C)c1ccccc1NC(=O)CN(C)CCOc1ccc(Cl)cc1 (configuration not stated) | 14 | 0.1 | -14 | -9 | -0.6 | -0.2 | 38 | 0 | 12 | -2.2
COC(=O)c1c(C)[nH]c(C(=O)C(C)OC(=O)c2ccco2)c1C (configuration not stated) | / | 0.8 | -4 | -1 | i | 1.4 | -1 | / | 8 | 0.2
CC(C)(C)c1nc(CN2CCOCC2)cc(CN2CCOCC2)c1O | 20 | -1.0 | -2 | 2 | -17 | / | 1 | 1 | -2 | 0.7
O=C(CN1C(=O)NC2(CCCCCC2)C1=O)NCc1ccccc1Cl | / | 0.1 | -6 | 1 | i | -2.0 | 7 | / | 3 | -1.0
COc1ccc(C2=NN(C(=O)c3ccccc3)C(c3cccc([N+](=O)[O-])c3)C2)cc1 (configuration not stated) | 17 | -0.8 | 4 | 0 | i | 1.4 | 40 | 0 | -5 | -1.0
CCc1ccc(NC(=O)COC(=O)Cn2cnc3ccccc32)cc1 | / | 0.9 | -5 | 0 | -14 | 1.6 | 2 | / | 8 | 0.7
Cc1ccc(C(=O)N/C(=C/c2ccco2)C(=O)N2CCCCC2)cc1 | -5 | 4.4 | -1 | -14 | -7.8 | -0.9 | 5 | 1 | 16 | -0.3
C=CCNC(=O)c1ccc(CSc2nc3ccccc3s2)cc1 | 10 | 0.2 | -8 | 0 | -2.2 | 0.4 | 45 | 4 | 4 | 1.5
CN(CC(=O)Nc1ccccc1Cl)C(=O)Cn1cnc2ccc(Cl)cc2c1=O | / | 1.1 | 6 | -10 | i | 0.6 | 4 | / | -7 | -0.3

In the list so far, 2 contain an NH in an aromatic ring:
Compound | VHR inh abs | PfHsp40 rescue | PriA SSB inh | Anthrax LF inh2 | Vc quorum ag | TcdB inh | Yp Topo-I inh | SARS 3CLpro inh | CCHFV vOTU inh | BoNT-A LC inh2
O=C(COc1ccccc1)NCCc1cnc[nH]1 | 70 | 0.5 | -13 | -12 | -0.6 | -0.9 | 3 | -1 | 1 | -1.8
COC(=O)c1c(C)[nH]c(C(=O)C(C)OC(=O)c2ccco2)c1C (configuration not stated) | / | 0.8 | -4 | -1 | i | 1.4 | -1 | / | 8 | 0.2

Next structures:
Compound | VHR inh abs | PfHsp40 rescue | PriA SSB inh | Anthrax LF inh2 | Vc quorum ag | TcdB inh | Yp Topo-I inh | SARS 3CLpro inh | CCHFV vOTU inh | BoNT-A LC inh2
Cc1ccc(NC(=O)c2nc[nH]c2C(=O)N[C@@H](C)c2ccccc2)cc1 | 21 | 10.0 | 10 | 0 | i | 2.4 | 6 | 3 | 18 | 0.3
CCOCC(=O)Nc1c(C(=O)Nc2ccccc2OC)oc2ccccc12 | -4 | -1.1 | -3 | 0 | -1.0 | / | -3 | 0 | -8 | -0.6
Cc1oc(-c2cccc(Cl)c2)nc1CS(=O)(=O)CC(=O)NCc1ccco1 | -6 | -0.5 | -5 | 2 | 5.9 | 0.8 | 9 | 0 | 10 | -0.2
Cc1ccc(C(C)C)c(OCC(=O)Nc2sc3c(c2C#N)CC(C)(C)NC3(C)C)c1 | 17 | -0.4 | 11 | -13 | 0.6 | / | 8 | -6 | / | -2.5
COc1cc(O)c(C=Nc2ccccc2NS(=O)(=O)c2ccc(C)cc2)c(OC)c1 | / | -3.0 | -8 | 0 | -1.0 | -1.3 | 4 | / | -1 | 0.5
Cc1ccc(S(=O)(=O)N2[C@@H](c3ccc(C(C)(C)C)cc3)C(C(=O)O)=CC[C@H]2c2cccs2)cc1 | / | 0.5 | 0 | -4 | -1.4 | -1.0 | 18 | / | 32* | -0.1
N#C/C(=C1/CCCCCN1)c1nc2ccccc2[nH]1 | 8 | -1.4 | -16 | -2 | -4.8 | / | 0 | 0 | 18 | 0.1
COc1ccccc1/C=C/C(=O)OCC(=O)N1CCc2ccccc21 | / | -0.5 | -13 | 3 | -1.3 | -1.2 | 4 | / | 1 | -0.4
BrC(=C\c1ccccc1)/C=N/N1CCN(c2ccccc2)CC1 | -2 | -0.3 | / | -7 | i | -1.3 | -1 | 1 | -40 | -0.8
c1ccc(CNc2nc(-c3ccccn3)nc3ccccc23)cc1 | / | -0.8 | 64* | -7 | -0.5 | 1.3 | 6 | -2 | -2 | -6.0
CC1CCN(S(=O)(=O)c2ccc(C(=O)Nc3ncccc3O)cc2)CC1 | 2 | -0.2 | -6 | -6 | -0.2 | 1.5 | 5 | 1 | 10 | 2.2
Cc1ccc(-n2ccnc2SCC(=O)O)c(C)c1 | 3 | -0.4 | -17 | -4 | 0.5 | / | -3 | -4 | -10 | -0.3
O=C(NCc1ccccc1Cl)c1ccc2c(c1)OCO2 | -3 | 6.4 | -18 | -1 | i | -2.2 | 4 | -1 | -2 | 3.1
COc1cccc(C(=O)C2CCCN(C(=O)c3ccccc3Cl)C2)c1 (configuration not stated) | 35 | 0.0 | -1 | 3 | -0.2 | 2.9 | 16 | 1 | 8 | 10
Cc1nnc(NC(=O)c2ccc(S(=O)(=O)N(C)Cc3ccccc3)cc2)o1 | 23 | 2.9 | -8&38 | 2 | 4.8 | / | -2 | 0 | / | -0.8
CC(=O)Nc1ccc(NC(=O)COC(=O)CCCc2c[nH]c3ccccc23)cc1 | / | -0.4 | 1 | 0 | i | 0.5 | 4 | / | 2 | 1.1
CN(Cc1ccccc1)C(=O)c1cccc(NC(=O)Cc2ccc([N+](=O)[O-])cc2)c1 | / | 3.8 | 12 | -8 | -0.6 | 0.3 | 27 | / | 12 | 0.2
CCCCOCCCNC(=O)C[C@@H]1C[C@@]2(C(=O)OC)CCCCC=C2N(Cc2ccc(Cl)cc2Cl)C1=O | / | / | / | 3 | / | 0.8 | / | / | 27 | -0.5
CC(C)(C)n1nnnc1C(c1ccccc1)N1CCN(CCN2CCOCC2)CC1 (configuration not stated) | / | / | / | -9 | / | 0.6 | / | / | -4 | 0.2
CCCCN(C)C(=O)c1cc2cc3ccc(OC)cc3nc2s1 | 33 | -2.8 | -12 | -7 | i | / | 3 | 3 | -27 | 1.0
Cc1cccc(C)c1NC(=O)CN1CCN(C(=O)CN2C(=O)NC3(CCCCC3C)C2=O)CC1 (configuration not stated) | / | -0.8 | -16 | 2 | -1.1 | 1.7 | 37 | / | -6 | -0.7
COCCn1nnnc1C(c1cccc(C#N)c1)N1CCCCCC1 (configuration not stated) | 10 | -0.5 | -11 | -5 | -1.8 | 0.9 | 10 | -2 | -4 | 0.9
O=C(OCC(=O)N1CCCC1=O)c1ccc(O)cc1O | / | 0.9 | -2 | -4 | i | 1.9 | 3 | / | 9 | 3.5
Cc1cccc(N2C(=O)CC(SC(N)=Nc3ccccc3)C2=O)c1 (configuration not stated) | 15 | -0.6 | -14 | 2 | i | 1.0 | -11 | 2 | 6 | -0.3
COc1ccc(NS(=O)(=O)c2cccc(C(=O)NNC(=O)c3cccc(NC(C)=O)c3)c2)cc1 | / | -1.5 | 1 | -3 | -0.7 | 1.2 | 1 | / | 2 | -0.1
CNC(=O)c1c(O)c2cccc3c2n(c1=O)CCC3 | 5 | 6.1 | 0 | -4 | i | 1.4 | 1 | -2 | -4 | 6.2
CC(=O)N(C(C)=O)N1C(=O)C2C3c4ccccc4C(c4ccccc43)C2C1=O (configuration not stated) | 26 | 7.2 | -10 | -2 | -2.0 | -0.2 | 8 | -1 | -8 | 0.0
c1ccc(N2CCN(c3nc(NCc4ccco4)c4ccccc4n3)CC2)cc1 | -2 | 0.7 | 40* | -8 | i | / | 1 | 2 | 13 | -0.4
OCCCNCc1ccc(N(c2ccccc2)c2ccccc2)cc1 | 4 | 0.1 | -5 | -9 | -0.3 | 1.1 | -20 | -5 | 8 | 0.0
O=c1c2ccccc2[nH]c(=S)n1CC1CCCO1 (configuration not stated) | / | 0.9 | -3 | 0 | -0.9 | / | 5 | -1 | 5 | -1.4

Compound activity: PubChem, several laboratories
